Compound activity: PubChem, National Center for Advancing Translational Sciences (NCATS)
TrxR1 inh: inhibitors of rat thioredoxin reductase 1. O89049. recombinant rTrxR1, NADPH fluorescence consumption, selenite substrate. Potency, µM (highest dose often 114 µM), for inactives: top-dose activity change, negative = inhibition, hits mostly inhibitors. hit rate 1% among 390,000; further: potency means the concentration at half of the fitted maximal effect; on the % scale 0 is the no-effect control and ±100 the full control effect; nearly all actives have a fitted effect of over 65% in size
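Rat TrxR1 (90 nM in the dispensed reagent) was pre-reduced with 400 uM NADPH for 5 min at room temperature, then incubated with compound for 15 min. After 400 uM selenite was added, NADPH fluorescence (Ex 340/Em 450 nm) was followed for 8 min.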
TRHR enhancer: allosterically enhances the human TRH receptor; P34981; TRHR cells, fluo-8 calcium fluorescence, EC20 TRH enhancement; enhancement, % at 2 µM; hit rate 0.66% among 360,000; in the data active means enhancement above about 30%; further: 0% is about no effect
Target sequence (P34981 whole entry, looked up): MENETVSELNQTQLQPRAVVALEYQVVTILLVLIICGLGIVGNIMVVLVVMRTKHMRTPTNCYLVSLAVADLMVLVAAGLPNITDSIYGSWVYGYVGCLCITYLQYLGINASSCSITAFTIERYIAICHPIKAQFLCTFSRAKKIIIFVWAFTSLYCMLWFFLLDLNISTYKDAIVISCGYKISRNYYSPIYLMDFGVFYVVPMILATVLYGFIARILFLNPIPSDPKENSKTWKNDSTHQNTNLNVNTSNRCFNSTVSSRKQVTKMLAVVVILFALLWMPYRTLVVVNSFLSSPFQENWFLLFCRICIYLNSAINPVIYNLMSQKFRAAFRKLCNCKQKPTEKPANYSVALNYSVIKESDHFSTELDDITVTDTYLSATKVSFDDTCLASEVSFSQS
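TRHR-expressing cells loaded with fluo-8 calcium dye were read kinetically (ex 480/em 530) during compound addition, then stimulated with an EC20 of TRH (10 nM final). Enhancement of the Gq-mediated intracellular calcium response was scored.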
D2 agonist: agonists of human D2 dopamine receptor; HEK293 T-REx D2 cells, calcium flux agonist mode; P14416; activation, % at 2 µM; hit rate 0.53% among 340,000;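 active means activation over 3 SD above normal in the single-dose calcium agonist read, cut at about 30% in these data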; further: 0% is about no effect
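Agonism is scored from calcium flux in a force-coupled, inducible HEK293 cell line expressing D2, read kinetically for 180 s after compound addition against dopamine controls.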
mIDH1 inhibitor: human IDH1 R132H inhibition; O75874; IDH1-R132H enzyme, NADPH consumption, diaphorase/resazurin fluorescence; Potency, µM (doses to about 76.6 µM), inactives show top-dose activity change, negative = inhibition, hits mostly inhibitors; hit rate 0.093% among 390,000; further: potency means the concentration at half of the fitted maximal effect; on the % scale 0 is the no-effect control and ±100 the full control effect; nearly all actives have a fitted effect of over 65% in size
Target sequence (O75874 whole entry R132H, stated change not applied): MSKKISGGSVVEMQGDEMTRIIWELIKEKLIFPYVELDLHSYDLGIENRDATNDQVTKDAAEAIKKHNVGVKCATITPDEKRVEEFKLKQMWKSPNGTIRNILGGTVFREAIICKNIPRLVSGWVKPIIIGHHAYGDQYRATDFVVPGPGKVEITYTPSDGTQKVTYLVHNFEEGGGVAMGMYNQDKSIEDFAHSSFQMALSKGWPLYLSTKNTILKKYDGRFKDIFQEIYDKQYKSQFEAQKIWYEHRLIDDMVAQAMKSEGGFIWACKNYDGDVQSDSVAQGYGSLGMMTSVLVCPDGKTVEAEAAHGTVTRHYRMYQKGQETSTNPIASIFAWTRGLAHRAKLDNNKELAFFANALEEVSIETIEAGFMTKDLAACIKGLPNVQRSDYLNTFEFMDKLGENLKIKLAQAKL
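IDH1-R132H (0.5 ug/mL dispensed) in pH 7.5 Tris buffer was preincubated 30 min with compound, then given a substrate mix of 0.016 mM NADPH and 2 mM alpha-KG for 80 min at room temperature; remaining NADPH was read by diaphorase/resazurin fluorescence.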
USP1 inh: USP1/UAF1 (human) deubiquitinase inhibition | recombinant USP1/UAF1, Ub-Rhodamine cleavage fluorescence | Potency, µM (titrated, usually from 57.1 µM), for inactives: top-dose activity change, negative = inhibition, actives largely listed as inhibitors | hit rate 0.23% among 390,000 | AID 743255 | O94782; further: potency means the concentration at half of the fitted maximal effect; on the % scale 0 is the no-effect control and ±100 the full control effect; nearly all actives have a fitted effect of over 60% in size; inactives centre near -12
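USP1/UAF1 complex (1 nM) preincubated 15 min at room temperature with compound, then Ub-Rho substrate (150 nM final) added. Kinetic fluorescence at 480/540 nm over 6 reads at 60 s intervals; 50 mM HEPES pH 7.8, 0.5 mM EDTA, 0.1 mg/ml BSA, 1 mM TCEP, 0.01% Tween-20.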
D2 antag: antagonizes the human D2 dopamine receptor. P14416. HEK293 TREx D2 cells, calcium flux, dopamine EC80. inhibition, % at 10 µM. hit rate 2% among 340,000. AID 485344; in the data active means inhibition above about 30%; further: 0% is about no effect
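Read-out: kinetic calcium fluorescence (1 cycle/s) in inducible HEK293 T-REx D2 cells after an EC80 dopamine addition that followed 180 s compound preincubation. Loss of the dopamine response indicates antagonism.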
PI4K2A block: blocks human PI4K2A kinase activity | Q9BTU6 | purified PI4K2A, ADP-Glo luminescence, 1 h; hits give low values | hit rate 0.13% among 420,000 | activity change, negative = inhibition, % at 76.9 µM; in the data active means activity change below about -50%; inconclusive means mostly about -30% to -49%;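 further: -100% = wells without enzyme as full effect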
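Compounds are screened against recombinant PI4K2A using PI as substrate and ATP, the latter dispensed at 300 microM. Reactions run one hour at ambient temperature before ADP-Glo detection; full inhibition defined by wells lacking enzyme.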
TrxR1 substrate: is turned over as a substrate by rat TrxR1; O89049; purified TrxR1 substrate turnover, NADPH consumption readout; Potency, µM (series often up to 114 µM), for inactives: at the highest dose activity change, negative = substrate turnover; hit rate 0.01% among 390,000; AID 588456; further: potency means the concentration at half of the fitted maximal effect; on the % scale 0 is the no-effect control and ±100 the full control effect; nearly all actives have a fitted effect of over 50% in size
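Rat TrxR1, dispensed at 90 nM, was prereduced with 400 uM NADPH (final) for 5 min at ~22 deg C, then incubated with compound 15 min before 400 uM selenite. A first-read NADPH fluorescence drop versus no-compound background flagged substrates.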
TRHR agonist: activates the human TRH receptor | activation, % at 2 µM | hit rate 0.18% among 360,000 | P34981 | TRHR cells, calcium flux fluo-8, FDSS agonist mode | AID 493084; in the data active means activation above about 30%; further: 0% is about no effect
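TRHR-expressing cells loaded with fluo-8 calcium dye; 23 nL library compound pin-transferred, kinetic FDSS fluorescence (Ex 480/Em 530) recorded about 180 s for agonist-induced calcium release, before a 10 nM TRH EC20 addition for potentiator mode.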
An asterisk follows results filed as active; [ ] = another dose, or the depositor's remark. Unless noted, the call rests on the fitted dose curve; in most records, active means well fitted inhibition curve with a large enough effect; inconclusive means small, poorly fitted or top-dose-only effect; inactive means no such curve, though single readings can be large or run the other way.

How did S=c1[nH]nc(-c2ccco2)n1/N=C/C=C/c1ccco1 do in these assays?
TrxR1 inh: inconclusive; TRHR enhancer: 8; D2 agonist: 0.1; mIDH1 inhibitor: 3%; USP1 inh: -18%; D2 antag: -8; PI4K2A block: -14; TrxR1 substrate: -13%; TRHR agonist: -0.5

How did C#CCCC/C(=C\C(=O)N(C)[C@H](C(=O)N(C)[C@H](C(=O)N(C)[C@H](C(=O)N(C)[C@H](C(N)=O)C(C)C)C(C)C)C(C)C)C(C)C)OC do in these assays?
TrxR1 inh: 14%; mIDH1 inhibitor: -8%; USP1 inh: -31%; PI4K2A block: -3; TrxR1 substrate: 2%

How did Cc1ccc(Cn2c(C(=O)O)c(CNC3CCCCCC3)c3ccc(C)cc32)cc1 do in these assays?
TrxR1 inh: 10%; TRHR enhancer: -4; D2 agonist: -0.8; mIDH1 inhibitor: -5%; USP1 inh: -19%; PI4K2A block: 1; TrxR1 substrate: -1%; TRHR agonist: 0.1

How did Cc1oc(-c2cccs2)nc1CS(=O)CC(=O)NCCc1ccccc1 (configuration not stated) do in these assays?
TrxR1 inh: 5.6µM*; TRHR enhancer: -2; D2 agonist: -0.1; mIDH1 inhibitor: -4%; USP1 inh: -3%; D2 antag: -2; PI4K2A block: -2; TrxR1 substrate: 11%[57.1 µM]; TRHR agonist: -0.5

Results for O=S(=O)(c1ccc(Br)cc1)c1nc(-c2ccco2)oc1SCc1ccccc1F ?
TrxR1 inh: -11%; TRHR enhancer: -11; D2 agonist: 2.1; mIDH1 inhibitor: 8%; USP1 inh: -15%; PI4K2A block: -15; TrxR1 substrate: 6%[2.29 µM]; TRHR agonist: 1.6

How did O=C(CSc1nc2c(cnn2-c2ccc(F)cc2)c(=O)[nH]1)Nc1ccc(Br)cc1 do in these assays?
TrxR1 inh: 21%; TRHR enhancer: 16; mIDH1 inhibitor: 19%; USP1 inh: -7%; PI4K2A block: -8; TrxR1 substrate: 14%[2.29 µM]; TRHR agonist: 0.1

Results for Cc1ccc(C)c(C(=O)N2CCN(c3ncccn3)CC2)c1 ?
TrxR1 inh: 13%; TRHR enhancer: -6; D2 agonist: 1.9; mIDH1 inhibitor: -17%; USP1 inh: -3%; D2 antag: 28; PI4K2A block: 1; TrxR1 substrate: 3%; TRHR agonist: 0.3

How did COc1ccc(CCNC(=O)CSc2cn(CCNC(=O)c3cccc(C(F)(F)F)c3)c3ccccc23)cc1OC do in these assays?
TrxR1 inh: 5%; TRHR enhancer: -12; D2 agonist: 0.2; mIDH1 inhibitor: -7%; USP1 inh: -34%; PI4K2A block: 3; TrxR1 substrate: -5%; TRHR agonist: -0.6

What do the screens show for `COc1ccc(Cl)cc1N(CC(=O)N1CCCCCC1)S(C)(=O)=O`?
TrxR1 inh: -11%; TRHR enhancer: -4; D2 agonist: -0.1; mIDH1 inhibitor: 0%; USP1 inh: -26%; D2 antag: 1; PI4K2A block: -5; TrxR1 substrate: -4%; TRHR agonist: 0.2

How did COc1cc(S(=O)(=O)N2CCCCCC2)c(OC)cc1Br do in these assays?
TrxR1 inh: -12%; TRHR enhancer: -2; mIDH1 inhibitor: -1%; USP1 inh: -4%; PI4K2A block: -6; TrxR1 substrate: -8%; TRHR agonist: -0.8

Results for COc1cccc(NC(=O)C(=O)NCC(c2ccc3c(c2)OCO3)N2CCN(C)CC2)c1 (configuration not stated) ?
TrxR1 inh: 25%[57.1 µM]; TRHR enhancer: 1; D2 agonist: 0.3; mIDH1 inhibitor: 4%; USP1 inh: -21%; PI4K2A block: -5; TrxR1 substrate: 2%[57.1 µM]; TRHR agonist: 0.6

What do the screens show for `COCCn1c(=S)[nH]c2cc(C(=O)N3CCCC(C)C3)ccc2c1=O` (configuration not stated)?
TrxR1 inh: 1%; TRHR enhancer: 2; D2 agonist: -2.2; mIDH1 inhibitor: 11%; USP1 inh: -4%; D2 antag: -9; PI4K2A block: 5; TrxR1 substrate: -4%; TRHR agonist: 0.3

How did CCCn1c(=N)c(C#N)cc2c(=O)n3ccccc3nc21 do in these assays?
TrxR1 inh: -10%; TRHR enhancer: 1; D2 agonist: 4.9; mIDH1 inhibitor: 6%; USP1 inh: inconclusive; D2 antag: 10; PI4K2A block: 3; TrxR1 substrate: 95%[activator]; TRHR agonist: -0.3

How did COCC(=O)N1CCCN(c2nc3c(C)cccc3cc2C#N)CC1 do in these assays?
TrxR1 inh: 5%; TRHR enhancer: 12; D2 agonist: 1.0; mIDH1 inhibitor: 15%; USP1 inh: -2%; D2 antag: -4; PI4K2A block: 6; TrxR1 substrate: 26%; TRHR agonist: -0.2

What do the screens show for `COCCNC(=O)C1(C)Oc2ccccc2NC1=O` (configuration not stated)?
TrxR1 inh: 7%; TRHR enhancer: -4; D2 agonist: 1.5; mIDH1 inhibitor: 0%; USP1 inh: -17%; D2 antag: -1; PI4K2A block: -3; TrxR1 substrate: 5%; TRHR agonist: 0.3

4 structures out of the list, arranged by formula weight, high to low.
How did O=C(CSc1nc2c(cnn2-c2ccc(F)cc2)c(=O)[nH]1)Nc1ccc(Br)cc1 do in these assays?
TrxR1 inh: 21%; TRHR enhancer: 16; mIDH1 inhibitor: 19%; USP1 inh: -7%; PI4K2A block: -8; TrxR1 substrate: 14%[2.29 µM]; TRHR agonist: 0.1

Results for COc1cccc(NC(=O)C(=O)NCC(c2ccc3c(c2)OCO3)N2CCN(C)CC2)c1 (configuration not stated) ?
TrxR1 inh: 25%[57.1 µM]; TRHR enhancer: 1; D2 agonist: 0.3; mIDH1 inhibitor: 4%; USP1 inh: -21%; PI4K2A block: -5; TrxR1 substrate: 2%[57.1 µM]; TRHR agonist: 0.6

How did Cc1oc(-c2cccs2)nc1CS(=O)CC(=O)NCCc1ccccc1 (configuration not stated) do in these assays?
TrxR1 inh: 5.6µM*; TRHR enhancer: -2; D2 agonist: -0.1; mIDH1 inhibitor: -4%; USP1 inh: -3%; D2 antag: -2; PI4K2A block: -2; TrxR1 substrate: 11%[57.1 µM]; TRHR agonist: -0.5

What do the screens show for `COCCn1c(=S)[nH]c2cc(C(=O)N3CCCC(C)C3)ccc2c1=O` (configuration not stated)?
TrxR1 inh: 1%; TRHR enhancer: 2; D2 agonist: -2.2; mIDH1 inhibitor: 11%; USP1 inh: -4%; D2 antag: -9; PI4K2A block: 5; TrxR1 substrate: -4%; TRHR agonist: 0.3

Remaining list, next part.
How did COC(=O)C1CN(C(=O)C(C)Oc2cccc(C)c2C)c2ccccc2O1 (configuration not stated) do in these assays?
TrxR1 inh: 5%; TRHR enhancer: -5; D2 agonist: -0.7; mIDH1 inhibitor: 1%; USP1 inh: -15%; D2 antag: 1; PI4K2A block: 3; TrxR1 substrate: -3%; TRHR agonist: -1.2

How did CN(Cc1cn(C)nc1-c1cccc(Cl)c1)C1CCOCC1 do in these assays?
TrxR1 inh: -1%; TRHR enhancer: -8; D2 agonist: 0.9; mIDH1 inhibitor: -3%; USP1 inh: -11%; D2 antag: -10; PI4K2A block: -4; TrxR1 substrate: 2%; TRHR agonist: 5.4

How did N#Cc1c(NCCN)nc(-c2ccco2)c2c1CCCC2 do in these assays?
TrxR1 inh: -4%; TRHR enhancer: 1; D2 agonist: -0.1; mIDH1 inhibitor: 1%; USP1 inh: -25%; D2 antag: -11; PI4K2A block: 1; TrxR1 substrate: 26%[57.1 µM]; TRHR agonist: 0.1

Results for Cc1c(C(=O)Nc2c(N)nc(SCC(=O)NCC3CCCO3)[nH]c2=O)cccc1[N+](=O)[O-] (configuration not stated) ?
TrxR1 inh: 17%; TRHR enhancer: -4; D2 agonist: 0.5; mIDH1 inhibitor: 5%; USP1 inh: -19%; D2 antag: -2; PI4K2A block: 5; TrxR1 substrate: 8%; TRHR agonist: 0.5

What do the screens show for `COc1cc(C(=O)NCc2ccccc2)ccc1OC(F)F`?
TrxR1 inh: 18%; TRHR enhancer: 4; mIDH1 inhibitor: 2%; USP1 inh: -6%; PI4K2A block: 2; TrxR1 substrate: 8%; TRHR agonist: -1.0

What do the screens show for `CN(C(=O)c1ccc(NC(=O)Cc2ccc(NC(=O)C3CCN(C(=O)C4CCCCC4)CC3)cc2)cc1)C1CCCC1`?
TrxR1 inh: 21%; mIDH1 inhibitor: -8%[38.3 µM]; USP1 inh: -27%; PI4K2A block: -4; TrxR1 substrate: -1%

Results for Cc1ccc(S(=O)(=O)N2CCCCC2)cc1C(=O)NCCCN1CCOCC1 ?
TrxR1 inh: 1%; TRHR enhancer: 1; D2 agonist: 1.6; mIDH1 inhibitor: 8%; USP1 inh: -16%; D2 antag: -9; PI4K2A block: -4; TrxR1 substrate: -3%; TRHR agonist: 0.7

Results for O=C(CN1C(=O)NC2(CCCC2)C1=O)OCCOc1ccc(Cl)cc1Cl ?
TrxR1 inh: 10%; TRHR enhancer: -4; D2 agonist: -0.3; mIDH1 inhibitor: 5%; USP1 inh: -23%; D2 antag: 0; PI4K2A block: 1; TrxR1 substrate: 0%; TRHR agonist: -0.2

What do the screens show for `S=C(NCc1ccccc1)Nc1cccc2cnccc12`?
TrxR1 inh: 12%[57.1 µM]; TRHR enhancer: 4; D2 agonist: -1.5; mIDH1 inhibitor: 2%; USP1 inh: -25%; D2 antag: 7; PI4K2A block: 1; TrxR1 substrate: 6%[57.1 µM]; TRHR agonist: 0.9

What do the screens show for `COC(=O)C(Cc1c[nH]c2ccccc12)NC(=O)CNC(C)=O` (configuration not stated)?
TrxR1 inh: 2%; TRHR enhancer: 3; D2 agonist: -2.2; mIDH1 inhibitor: 0%; USP1 inh: 2%; D2 antag: -10; PI4K2A block: 3; TrxR1 substrate: -2%; TRHR agonist: 0.8
